Screening results: PubChem BioAssay, Southern Research Specialized Biocontainment Screening Center
H1N1 NS1A inhibition – H1N1 influenza NS1A inhibitors, functional cell based assay (AID 504329); NS1A functional cell-based assay, percent inhibition; higher % means a stronger effect; inhibition, % at 12.5 µM; hits with a dose series show IC50 in µM; 340,000 tested, 0.3% active; in the data active means a potency from the dose series; inconclusive means inhibition above about 27% without an active follow-up result; further: strong numbers were not always called active
Salmonella PhoP GFP – PhoP regulon inhibitors, Salmonella typhi PhoP promoter GFP reporter, confirmatory (AID 1850). Salmonella Typhi PhoP-promoter GFP reporter, fluorescence, 4 h; higher % means a stronger effect. inhibition, % at 50 µM; hits with a dose series show IC50 in µM. 310,000 tested, 0.33% active; in the data active means a potency from the dose series; inconclusive means inhibition mostly from about 25% at the one dose, without a potency; inactive means the rest, 99 in 100 with inhibition below about 19%;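 further: 0% = induced wells with vehicle and 100% = uninduced wells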
H37Rv inhibition – M. tuberculosis growth inhibition, HTS (AID 449762) | M. tuberculosis H37Rv growth inhibition, 7H9 media; higher % means a stronger effect | inhibition, % at 25 µM, or IC50 in µM where a hit was titrated | 330,000 tested, 0.59% active; in the data active means a potency from the dose series; inconclusive means inhibition above about 70% without an active follow-up result;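 further: bacterial growth assessed after seven days of incubation; strong numbers were not always called active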
inhibitors of VEEV – inhibitors of VEEV TC-83 cytopathic effect, confirmation, Vero cells (AID 588727); one-dose inhibition, % at 20 µM; IC50 in µM for titrated hits; 350,000 tested, 0.13% active; Vero cells, VEEV TC-83 cytopathic effect inhibition; higher % means a stronger effect; in the data active means a potency from the dose series; inconclusive means inhibition mostly from about 14% at the one dose, without a potency; inactive means the rest, 99 in 100 with inhibition below about 12%; further: strong numbers were not always called active
M. tuberculosis – growth inhibition of non-replicating M. tuberculosis (AID 488890) | 320,000 tested, 0.39% active | inhibition, % at 25 µM, or IC50 in µM where a hit was titrated | Mycobacterium tuberculosis non-replicating, growth inhibition; higher % means a stronger effect; in the data active means a potency from the dose series; inconclusive means inhibition mostly from about 82% at the one dose, without a potency; inactive means the rest, 99 in 100 with inhibition below about 76%;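 further: plate controls were DMSO cells for no effect and high antibiotic wells for full effect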
inhibitors of VEEV 10K pilot screen – second read-out of inhibitors of VEEV, no call of its own (marks repeat the call); inhibition, %; measured here: 10K pilot screen inhibition
Active calls of the source: *.

Cc1ccc(-n2c(C)nn(Cc3ccc([N+](=O)[O-])cc3)c2=O)cc1 was read as H1N1 NS1A inhibition -4%, Salmonella PhoP GFP -10%, H37Rv inhibition 2%, inhibitors of VEEV 0.1% and M. tuberculosis 37%.
CC1CCN(C(=O)c2cc(-c3ccc(Cl)c(Cl)c3)on2)CC1 was read as H1N1 NS1A inhibition 22%, Salmonella PhoP GFP -11%, H37Rv inhibition -2%, inhibitors of VEEV 2.3%, M. tuberculosis 31% and inhibitors of VEEV 10K pilot screen 2.7.
O=C(c1ccc2c(c1)N(Cc1ccccc1)C(=O)CS2)N1CCOCC1 was read as H1N1 NS1A inhibition -7%, Salmonella PhoP GFP 1%, H37Rv inhibition -1%, inhibitors of VEEV inactive and M. tuberculosis -4%.
`CCc1nc(SCC(=O)NCC2CCCO2)c2oc3ccccc3c2n1` (stereo not given) gave H1N1 NS1A inhibition -9%, Salmonella PhoP GFP 0%, H37Rv inhibition -2%, inhibitors of VEEV 3.6% and M. tuberculosis -1%.
Screening CC(=O)c1cccc(N(CC(=O)NC2CCCC2)C(=O)c2ccc(C)s2)c1 returned H1N1 NS1A inhibition -6%, Salmonella PhoP GFP -17%, H37Rv inhibition 4%, inhibitors of VEEV 0.7% and M. tuberculosis -7%.
`COc1cccc(CNC(=S)NC2CCCC2)c1` gave H1N1 NS1A inhibition -5%, Salmonella PhoP GFP -6%, H37Rv inhibition -8%, inhibitors of VEEV inactive and M. tuberculosis 13%.
CNC(=O)c1c(NC(=O)c2ccc(N3C(=O)CCC3=O)cc2)sc2c1CCCC2 was read as H1N1 NS1A inhibition -3%, Salmonella PhoP GFP -5%, H37Rv inhibition 0%, inhibitors of VEEV inactive and M. tuberculosis -15%.
For CCOc1ccc(NC(=O)CCC(=O)NNC(=O)c2cccc([N+](=O)[O-])c2)cc1 the results were H1N1 NS1A inhibition 3%, H37Rv inhibition -3%, inhibitors of VEEV 1.1% and M. tuberculosis 30%.
CSc1ccc(CN2CCN(c3ccccc3C)CC2)cc1 was read as H1N1 NS1A inhibition -4%, Salmonella PhoP GFP -5%, H37Rv inhibition -6%, inhibitors of VEEV 0.4% and M. tuberculosis -9%.
COc1ccc(/C=C/C(=O)O)cc1S(=O)(=O)NCC1CCCO1 (stereo not given) was read as H1N1 NS1A inhibition -7%, Salmonella PhoP GFP 8%, H37Rv inhibition 2%, inhibitors of VEEV 1.2% and M. tuberculosis 0%.
Screening CN(c1cccc(NC(=O)c2ccccc2N(Cc2ccccc2)S(C)(=O)=O)c1)S(C)(=O)=O returned H1N1 NS1A inhibition -9%, Salmonella PhoP GFP 0%, H37Rv inhibition 9%, inhibitors of VEEV 1.3% and M. tuberculosis 2%.
Cc1cc(C)n2nc(SCc3ccc(F)cc3Cl)nc2n1 was read as H1N1 NS1A inhibition -5%, Salmonella PhoP GFP -21%, H37Rv inhibition 2%, inhibitors of VEEV 2.0% and M. tuberculosis 20%.
For Cc1cc(C)cc(OCCCOc2cccc3cccnc23)c1 the results were H1N1 NS1A inhibition -10%, Salmonella PhoP GFP -7%, H37Rv inhibition inconclusive, inhibitors of VEEV 6.7% and M. tuberculosis 64%.
`Cc1cc2cc(C)c3nnc(SCC(=O)Nc4ccc(S(=O)(=O)N5CCCCC5)cc4)n3c2cc1C` gave H1N1 NS1A inhibition -8%, Salmonella PhoP GFP -4%, H37Rv inhibition 11%, inhibitors of VEEV 1.9% and M. tuberculosis 10%.
`COc1cccc(Nc2ccc(Nc3cccc(OC)c3)nn2)c1` gave H1N1 NS1A inhibition 7%, Salmonella PhoP GFP -3%, H37Rv inhibition 16%, inhibitors of VEEV 2.6% and M. tuberculosis 14%.
CC(C)n1c(SCC(=O)Nc2ccc(F)cc2)nnc1C1CC1 was read as H1N1 NS1A inhibition -8%, Salmonella PhoP GFP -7%, H37Rv inhibition 3% and inhibitors of VEEV 5.9%.
For CC(=O)c1c(C)nc2cc(Cl)ccc2c1N the results were H1N1 NS1A inhibition -8%, Salmonella PhoP GFP -17%, H37Rv inhibition -4%, inhibitors of VEEV inactive and M. tuberculosis -10%.
For COc1ccc(-c2csc(NC(=O)CN3C(=O)CCC3=O)n2)c(OC)c1 the results were H1N1 NS1A inhibition 3%, Salmonella PhoP GFP -5%, H37Rv inhibition 3%, inhibitors of VEEV inactive and M. tuberculosis 2%.
For Cc1ccc(NC(=O)c2ccc(NCCc3ccccc3)c([N+](=O)[O-])c2)cc1F the results were H1N1 NS1A inhibition -5%, Salmonella PhoP GFP 2%, H37Rv inhibition 0%, inhibitors of VEEV 2.2% and M. tuberculosis -11%.
Screening COC(=O)[C@H](Cc1ccccc1)NC(=O)NCc1ccc(C)cc1 returned Salmonella PhoP GFP -4%, H37Rv inhibition 1%, inhibitors of VEEV 0.8% and M. tuberculosis -1%.
Screening CCOC(=O)CCNC(=O)N1CCCC(C(=O)c2ccccc2SC)C1 (stereo not given) returned H1N1 NS1A inhibition -19%, Salmonella PhoP GFP -5%, H37Rv inhibition -6%, inhibitors of VEEV 2.3% and M. tuberculosis 10%.
For COc1ccc(OC)c(S(=O)(=O)N2CCN(C(=O)c3ccco3)CC2)c1 the results were H1N1 NS1A inhibition -1%, Salmonella PhoP GFP 10%, H37Rv inhibition -8%, inhibitors of VEEV 0.2% and M. tuberculosis 1%.
For O=C(CCC1CCCN(C(=O)Cc2cccc(F)c2)C1)N1CCN(c2ccccn2)CC1 (stereo not given) the results were H1N1 NS1A inhibition 4%, Salmonella PhoP GFP 4%, H37Rv inhibition -1%, inhibitors of VEEV 0.4% and M. tuberculosis -2%.
For O=S(=O)(NCC1CCCO1)c1cc(Cl)ccc1Br (stereo not given) the results were H1N1 NS1A inhibition 2%, Salmonella PhoP GFP -7%, H37Rv inhibition -3%, inhibitors of VEEV inactive and M. tuberculosis 42%.

Filtered by structure: the compounds so far with an aryl methoxy group.
`COc1cccc(CNC(=S)NC2CCCC2)c1` gave H1N1 NS1A inhibition -5%, Salmonella PhoP GFP -6%, H37Rv inhibition -8%, inhibitors of VEEV inactive and M. tuberculosis 13%.
COc1ccc(/C=C/C(=O)O)cc1S(=O)(=O)NCC1CCCO1 (stereo not given) was read as H1N1 NS1A inhibition -7%, Salmonella PhoP GFP 8%, H37Rv inhibition 2%, inhibitors of VEEV 1.2% and M. tuberculosis 0%.
`COc1cccc(Nc2ccc(Nc3cccc(OC)c3)nn2)c1` gave H1N1 NS1A inhibition 7%, Salmonella PhoP GFP -3%, H37Rv inhibition 16%, inhibitors of VEEV 2.6% and M. tuberculosis 14%.
For COc1ccc(-c2csc(NC(=O)CN3C(=O)CCC3=O)n2)c(OC)c1 the results were H1N1 NS1A inhibition 3%, Salmonella PhoP GFP -5%, H37Rv inhibition 3%, inhibitors of VEEV inactive and M. tuberculosis 2%.
For COc1ccc(OC)c(S(=O)(=O)N2CCN(C(=O)c3ccco3)CC2)c1 the results were H1N1 NS1A inhibition -1%, Salmonella PhoP GFP 10%, H37Rv inhibition -8%, inhibitors of VEEV 0.2% and M. tuberculosis 1%.

(list continues)
Screening Oc1ccc(NC(=S)N=Nc2c(O)[nH]c3ccccc23)cc1 returned H1N1 NS1A inhibition 8%, Salmonella PhoP GFP 5%, H37Rv inhibition 21%, inhibitors of VEEV 8.7% and M. tuberculosis 13%.
Screening CCCCNS(=O)(=O)c1ccc2nc(-c3cccnc3)cc(C(=O)NCCCOCC)c2c1 returned Salmonella PhoP GFP 0%, H37Rv inhibition -3% and M. tuberculosis 0%.
Cn1c(SCC(=O)c2ccc3c(c2)NC(=O)CO3)nc2ccccc21 was read as H1N1 NS1A inhibition -5%, Salmonella PhoP GFP -3%, H37Rv inhibition 3%, inhibitors of VEEV 2.9% and M. tuberculosis 16%.
Screening CCC(=O)Nc1cccc(Br)c1 returned H1N1 NS1A inhibition -3%, Salmonella PhoP GFP -1%, H37Rv inhibition -7%, inhibitors of VEEV inactive and M. tuberculosis 44%.
Screening CC(C)c1ccc(S(=O)(=O)N2CCCCC2)cc1 returned H1N1 NS1A inhibition 0%, Salmonella PhoP GFP -4%, H37Rv inhibition 0%, inhibitors of VEEV inactive, M. tuberculosis -7% and inhibitors of VEEV 10K pilot screen 0.3.
Screening Cc1cc(-c2ccccc2)nc(N/N=C/c2ccc([N+](=O)[O-])cc2)n1 returned H1N1 NS1A inhibition >100µM*, Salmonella PhoP GFP -28%, H37Rv inhibition 14%, inhibitors of VEEV 6.4% and M. tuberculosis 5%.
Screening COc1ccc(N2C(=O)CS/C2=C\[N+](=O)[O-])cc1 returned H1N1 NS1A inhibition -5%, Salmonella PhoP GFP -2%, H37Rv inhibition 31%, inhibitors of VEEV 1.6% and M. tuberculosis 2%.
Screening O=C(NCc1ccccc1)C1CCCN(S(=O)(=O)c2cccnc2)C1 (stereo not given) returned H1N1 NS1A inhibition -5%, Salmonella PhoP GFP 5%, H37Rv inhibition -5%, inhibitors of VEEV 1.4% and M. tuberculosis 1%.
COc1ccc(CNC(=O)c2coc(=O)c3ccccc23)cc1 was read as H1N1 NS1A inhibition -3%, Salmonella PhoP GFP -1%, H37Rv inhibition 4%, inhibitors of VEEV 2.2% and M. tuberculosis -6%.
For CC(CCc1ccccc1)NC(=O)COc1ccc(S(=O)(=O)N2CCOCC2)cc1[N+](=O)[O-] (stereo not given) the results were H1N1 NS1A inhibition -1%, Salmonella PhoP GFP -2%, H37Rv inhibition -8%, inhibitors of VEEV inactive and M. tuberculosis 43%.
`COc1ccccc1N(CC(=O)NC1CCCCC1)C(=O)c1cnn(C(C)C)c1` gave H1N1 NS1A inhibition 5%, Salmonella PhoP GFP -4%, H37Rv inhibition -5%, inhibitors of VEEV 1.7% and M. tuberculosis -4%.
For O=S(=O)(Nc1ccc2c(c1)OCO2)c1ccc(Cl)cc1F the results were H1N1 NS1A inhibition -4%, H37Rv inhibition 7%, inhibitors of VEEV 4.5% and M. tuberculosis 4%.
For CCc1cc2c(=O)c(-c3nc4ccccc4[nH]3)coc2c(CN2CCCCC2)c1O the results were H1N1 NS1A inhibition -2%, Salmonella PhoP GFP 0%, H37Rv inhibition 14%, inhibitors of VEEV 9.8% and M. tuberculosis 8%.
Cc1c(C#N)c2ncn(Cc3ccccc3)c(=O)c2n1-c1ccccc1 was read as H1N1 NS1A inhibition -3%, Salmonella PhoP GFP 2%, H37Rv inhibition 1%, inhibitors of VEEV 2.4% and M. tuberculosis 11%.
`CC1=Nc2cc(C(=O)O)ccc2Sc2ccc(C)cc21` gave H1N1 NS1A inhibition -2%, Salmonella PhoP GFP 5%, H37Rv inhibition -6%, inhibitors of VEEV 0.8% and M. tuberculosis 6%.
`CCCC/C(O)=C1\C(=O)CCCC1=NCCc1c(C)[nH]c2ccccc12` gave H1N1 NS1A inhibition 15%, Salmonella PhoP GFP 4%, H37Rv inhibition -10%, inhibitors of VEEV 0.8% and M. tuberculosis -19%.
`C=CCNC(=O)c1cc(Cl)ccn1` gave H1N1 NS1A inhibition -2%, Salmonella PhoP GFP -1%, H37Rv inhibition 0%, inhibitors of VEEV inactive and M. tuberculosis -12%.
For C/C(=N/NC(=O)c1cccc(C)c1)c1c(O)cc(C)oc1=O the results were H1N1 NS1A inhibition -2%, Salmonella PhoP GFP 5%, H37Rv inhibition -7%, inhibitors of VEEV 9.8% and M. tuberculosis 9.2µM*.
`COC(=O)c1scc(C)c1S(=O)(=O)Nc1ccc(C)cc1` gave H1N1 NS1A inhibition 1%, Salmonella PhoP GFP -19%, H37Rv inhibition 11%, inhibitors of VEEV inactive and M. tuberculosis inconclusive.
`O=S(=O)(O)c1cc(OS(=O)(=O)c2ccccc2)cc2ccccc12` gave H1N1 NS1A inhibition -10%, Salmonella PhoP GFP -7%, H37Rv inhibition -6%, inhibitors of VEEV 0.3% and M. tuberculosis 1%.
O=C(NC1CCCC1)C1CCN(C(=O)c2cccc(Cl)c2)CC1 was read as H1N1 NS1A inhibition -4%, Salmonella PhoP GFP -3%, H37Rv inhibition 0%, inhibitors of VEEV inactive and M. tuberculosis -14%.
